From PubChem BioAssay
ATG4B inhibitor – ATG4B protease inhibitors, primary screen, biochemical, fluorescence, uHTS. ATG4B cleavage of LC3-PLA2, NBD-HPC fluorescence, 1 h. inhibition, % at 8.33 µM. 340,000 compounds, 0.51% hits. AID 504462, 2011; in the data active = inhibition above about 40%
MPTP inh – mitochondrial permeability transition pore inhibitors, primary screen, biochemical, isolated mouse mitochondria, absorbance | Ca2+ swelling absorbance, 30 min | inhibition, % at 10 µM | 360,000 compounds, 1.4% hits;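 active = inhibition of 50% or more, scaled per plate between neutral and stimulator controls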;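 also: 0% = DMSO wells given calcium and 100% = 1 mM EGTA wells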
HKDC1 inhibitor – HKDC1 hexokinase inhibitors, primary screen, biochemical, fluorescence, uHTS | inhibition, % at 20 µM | recombinant HKDC1, G6PDH/diaphorase resazurin coupled fluorescence | Q2TB90 | 340,000 compounds, 0.16% hits;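 active = inhibition above about 35% when tested at 20 µM, limit read from the data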;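 also: plate controls were DMSO wells with enzyme for no effect and DMSO wells lacking enzyme for full effect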
Target sequence (Q2TB90 whole entry, looked up): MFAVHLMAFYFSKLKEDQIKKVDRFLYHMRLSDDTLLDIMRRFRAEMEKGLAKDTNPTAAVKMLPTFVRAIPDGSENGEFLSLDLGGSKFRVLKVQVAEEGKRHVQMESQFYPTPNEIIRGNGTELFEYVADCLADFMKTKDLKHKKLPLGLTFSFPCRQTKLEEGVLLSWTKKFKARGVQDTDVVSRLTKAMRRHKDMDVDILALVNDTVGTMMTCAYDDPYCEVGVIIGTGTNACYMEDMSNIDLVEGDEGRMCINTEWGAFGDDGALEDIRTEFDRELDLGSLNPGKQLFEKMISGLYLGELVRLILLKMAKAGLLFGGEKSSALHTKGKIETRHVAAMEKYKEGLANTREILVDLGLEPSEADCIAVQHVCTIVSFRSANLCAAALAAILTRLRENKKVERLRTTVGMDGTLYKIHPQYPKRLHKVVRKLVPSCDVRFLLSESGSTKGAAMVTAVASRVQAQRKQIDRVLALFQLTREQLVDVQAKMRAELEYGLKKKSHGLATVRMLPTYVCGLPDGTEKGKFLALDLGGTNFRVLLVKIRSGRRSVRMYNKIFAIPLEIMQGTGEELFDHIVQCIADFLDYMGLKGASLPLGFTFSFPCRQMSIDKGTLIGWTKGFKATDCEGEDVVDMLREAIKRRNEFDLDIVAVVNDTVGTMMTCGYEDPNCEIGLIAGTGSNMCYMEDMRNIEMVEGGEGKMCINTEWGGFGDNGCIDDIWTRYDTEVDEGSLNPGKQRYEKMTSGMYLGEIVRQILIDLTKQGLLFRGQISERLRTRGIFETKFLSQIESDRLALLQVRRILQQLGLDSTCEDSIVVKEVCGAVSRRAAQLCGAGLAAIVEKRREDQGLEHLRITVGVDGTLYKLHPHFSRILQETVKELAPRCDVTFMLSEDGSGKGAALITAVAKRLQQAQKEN
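Assay system: recombinant HKDC1 hexokinase; detection: coupled resazurin fluorescence, excitation 525 nm, emission 613 nm; benchmarks: DMSO-plus-enzyme-mix negative control, buffer-substituted positive control; compound dosing: single 20 µM dose; schedule: 90 min at room temperature in dark; also added: glucose plus 1 mM ATP as hexokinase substrates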
GRIN3A LBD mod – binders of NR3A ligand-binding domain, primary screen, biophysical, differential scanning fluorimetry, uHTS. NR3A LBD differential scanning fluorimetry, Tm shift; 0% = protein alone, 100% = glycine-bound protein. Glutamate receptor ionotropic, NMDA 3A (GRIN3A) ligand-binding domain. Tm shift relative to glycine control, % at 25 µM. 340,000 compounds, 2.5% hits;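 active = melting temperature shift of at least 10% of the positive control shift, at one fixed dose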
SENP7 block – SENP7 protease inhibitors, primary screen, biochemical, luminescence, uHTS; recombinant SENP7, Z-RLRGG-aminoluciferin luminescence, 40 min; Sentrin-specific protease 7 (Homo sapiens), Q9BQF6; 330,000 compounds, 1.5% hits; inhibition, % at 5 µM;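 active = inhibition above about 50% at the single test dose, limit read from the data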;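 also: plate controls were DMSO with enzyme for no effect and no enzyme buffer wells for full effect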
SENP8 inh – human SENP8 protease inhibitors, primary screen, biochemical, fluorescence, Nedd8 protein substrate, uHTS; Sentrin-specific protease 8 (Homo sapiens), Q96LD8; recombinant SENP8; inhibition, % at 20 µM; 360,000 compounds, 0.64% hits; in the data active = inhibition mostly above about 40%, no sharp cut-off; inactive = mostly below about 27%
PfGluPho inh – PfG6PD enzyme inhibitors, primary screen, biochemical, fluorescence intensity, uHTS; 350,000 compounds, 0.78% hits; inhibition, % at 20 µM; AID 504690, 2011; PfGluPho enzyme, NADPH resazurin-diaphorase fluorescence; glucose-6-phosphate dehydrogenase-6-phosphogluconolactonase (Plasmodium falciparum 3D7);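 active = inhibition reaching at least a set limit at 20 µM in the primary screen, cut at about 59% in these data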;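 also: 0% = DMSO wells with substrate and 100% = DMSO wells lacking glucose-6-phosphate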
SENP6 inh – SENP6 protease inhibitors, primary screen, biochemical, luminescence, uHTS; 330,000 compounds, 1.8% hits; Sentrin-specific protease 6 (Homo sapiens), Q9GZR1; inhibition, % at 10 µM; Recombinant SENP6 catalytic domain, aminoluciferin luminescence;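 active = inhibition above about 50% at the single tested dose, limit read from the data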;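 also: plate controls were DMSO wells with enzyme for no effect and DMSO wells lacking enzyme for full effect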
Numbers without * were called inactive; i = inactive; · = not tested or not shown.

SMILES	ATG4B inhibitor	MPTP inh	HKDC1 inhibitor	GRIN3A LBD mod	SENP7 block	SENP8 inh	PfGluPho inh	SENP6 inh
CC(=O)N1CCN(C(=O)c2cc(C)nc3ccccc23)CC1	-7	-0.5	1	-2	3	9	-2	-12
Cc1cccc(NC(=S)Nc2ccc(Cl)c(Cl)c2)c1	41*	101*	1	15*	-5	11	-5	-4
Cc1cc(C)n(-c2nc3c(c(=O)[nH]c(=O)n3C)n2CC(O)COc2ccccc2C)n1 (stereo unspecified)	8	-0.8	15	-1	-4	1	-15	-9
Cc1ccc(NC(=O)c2oc3ccccc3c2NC(=O)C2CCCO2)cc1C (stereo unspecified)	-7	1.6	10	-7	-11	-31	21	-3
COc1ccc2cc(OC)c(C(=O)N3CCOCC3)cc2c1	-7	0.2	11	3	-1	-367	13	-3
CCOC(=O)c1cnc(SCc2nc(N)nc(Nc3ccc(OC)cc3)n2)nc1N	1	0.1	3	-6	-1	15	-13	-4
COc1ccccc1CNC(=O)c1[nH]c(C)c(C(C)=O)c1C	-2	-0.7	-6	0	-12	20	4	12
CC(=O)c1cccc(NC(=O)c2c(C)nn(-c3ccccc3)c2Cl)c1	-10	1.1	-6	1	-4	11	17	-16
COc1ccc(-c2cc(C(=O)N3CCc4ccccc4C3)no2)cc1OC	35	-2.4	7	1	-2	4	7	-2
NC1=NC(=O)NC1(c1ccccc1)c1ccccc1	5	0.7	-4	0	·	4	-7	·
CN(C(=O)COC(=O)c1cncc(Br)c1)C1CCS(=O)(=O)C1 (stereo unspecified)	-3	0.4	-6	0	9	8	-6	3
CNC(=O)c1nc(C)n(-c2ccc([N+](=O)[O-])cc2)n1	6	-1.2	-3	0	-3	7	-17	-8
Cc1ccc(S(=O)(=O)N(C)C)cc1NC(=O)COC(=O)COc1ccc2c(c1)CCC2	0	1.0	8	1	1	5	-8	-12
CCc1ccc(C(=O)Nc2cc(S(=O)(=O)N3CCOCC3)ccc2N2CCOCC2)cc1	-7	-0.2	-3	3	2	-1	4	-11
COc1ccccc1N1CCN(C(=O)c2oc3ccccc3c2C)CC1	-7	1.1	-8	2	·	17	6	·
CC(=O)c1cc(C(c2csc(C(C)=O)c2)c2csc(C(C)=O)c2)cs1	-17	1.3	4	3	6	13	7	2
CCn1ncc(/C=C/C(=O)C2CC2)c1C	35	-1.9	-11	-3	6	25	-8	10
Cc1ccc(S(=O)(=O)NCCC(=O)OCC(=O)N2CCCC2=O)cc1C	3	-3.3	2	-2	-1	13	-9	1
C#CCOCCOCCOCCNc1nc(N2CCN(C(=O)CCCCCCCCCCNC(=O)Cn3cc(C[C@@H](C)O)nn3)CC2)nc(N2CCN(C(=O)CCCCCCCCCCNC(=O)[C@@H](CCC(=O)O)n3cc(CCCCCN)nn3)CC2)n1	-31	-3.7	-6	-2	4	20	8	-5
O=C(CN(Cc1ccc(F)cc1)C(=O)Cn1nnc2ccccc21)NCC1CCCO1 (stereo unspecified)	-9	-2.3	-4	2	7	10	4	36
CC(C)(C)c1ccc(C(=O)NC(=S)Nc2nc3c(s2)CCCC3)cc1	10	1.9	-2	-3	-4	22	-22	8
Cc1cccc(N(NC(=O)C(C)(C)O)C(=O)c2ccccc2)c1	-7	-1.6	5	-2	5	23	-4	-20
CC(CCc1ccccc1)NC(=O)COC(=O)C12CC3CC(CC(Br)(C3)C1)C2 (stereo unspecified)	4	1.3	6	-16	5	24	1	-10
CCOC(=O)c1cc(-c2ccccc2C)n(Cc2cc(C)no2)n1	-5	-1.3	-2	-3	6	3	8	-8
O=C(NNC(=S)NCc1ccco1)c1ccccc1Br	2	-1.2	-1	-1	2	1	1	3
Cc1[nH]c2ccccc2c1/C=C/C(=O)c1ccncc1	-4	4.9	0	5	-1	0	-5	-22
O=C(NCc1ccc(-c2csnn2)cc1)C1CC1	3	1.5	1	-11	-12	32	0	-17
CC(=O)Nc1ccc(NC(=O)c2cc(S(=O)(=O)N3CCCCC3)ccc2C)cc1	-3	-1.7	-2	2	2	5	-7	7
COc1ccc(NC(=O)CCNC(=O)c2ccco2)cc1S(=O)(=O)N(C)C	6	-2.2	-3	0	-3	-1	16	-7
CC(C)(C)OC(=O)N1CCC(C(=O)N2CCCCCC2)CC1	-6	8.4	-4	0	-1	7	3	-15
COc1ccc(NC(=O)c2cc(=O)[nH]c3ccccc23)cc1	1	0.2	-5	2	-3	12	-20	-38
CN1/C(=C/C=C(C#N)C#N)C(C)(C)c2ccccc21	-40	7.3	-2	4	-4	9	4	3
Cc1nn(C(C)C(=O)Nc2ccc3c(c2)OCO3)c(C)c1[N+](=O)[O-] (stereo unspecified)	-9	3.4	5	0	3	19	24	-10
Cc1ccc2nc(-c3ccc(SCC(=O)O)nc3)[nH]c2c1	-7	-2.8	15	1	26	i	26	44
COC(=O)c1cncc(O)c1	-1	0.2	-4	-2	-1	14	-13	-28
CCN1N=C(c2ccccc2)CCC1=O	-1	-2.4	-1	0	-9	9	-7	-11
CCOc1cc(-c2cc(-c3ccc(C)cc3)nc(N)c2C#N)ccc1O	-5	6.6	-3	-12	7	-250	22	-6
N/C(=N\OC(=O)c1cc(-c2ccccc2)nc2ccccc12)c1ccccn1	1	0.2	19	-4	1	-225	6	5
O=C(Cn1c(=O)cnc2ccccc21)N1CCCc2ccccc21	-2	0.5	-6	-2	-4	-11	16	-14
O=C(Nc1ccc(Cl)c(Cl)c1)c1ccc2c(c1)OCO2	9	4.8	2	37*	72*	17	43	80*
Cc1nc2c(-c3ccccc3)c(C)nn2c(SCC(N)=O)c1Cc1ccccc1	6	-1.6	-3	-5	9	24	-3	-17
COc1ccc2nc(SC(C(=O)c3ccccc3)c3ccccc3)nc(C)c2c1 (stereo unspecified)	-9	0.6	-3	-1	-12	-18	1	11
Cc1ccc(C2Nc3cccc4cccc(c34)N2)cc1	6	1.9	11	2	9	23	52	27
COc1ccc(-c2nnc(SCC(=O)N3CCOCC3)n2C)cc1OC	-12	-0.1	1	2	-10	10	2	-13
COc1ccc(-c2cc(C(=O)Nc3nc4c(C)cccc4s3)c3ccccc3n2)cc1OC	15	1.6	-2	1	9	-216	-13	-11
O=C(CCCN1C(=O)c2cccc3cccc(c23)C1=O)NCc1cccs1	-9	-1.2	17	-2	-2	-168	-5	0
CCOc1ccc(CCNC(=O)COC(=O)c2ccccc2O)cc1OCC	-7	-0.3	-6	1	4	-2	-6	10
NC(=O)c1ccc(NC(=O)COC(=O)/C=C/c2cn(-c3ccccc3)nc2-c2cccnc2)cc1	-2	0.0	-7	-4	4	-139	-16	2
CCCc1c(NC(=O)Nc2ccc(Cl)cc2Cl)cnn1-c1ccccc1	8	83*	-2	-9	5	5	-7	-33
CCc1c(N)nc(N)nc1Nc1ccccc1C	8	-1.2	0	0	·	1	1	·
(list continues)
SMILES	ATG4B inhibitor	MPTP inh	HKDC1 inhibitor	GRIN3A LBD mod	SENP7 block	SENP8 inh	PfGluPho inh	SENP6 inh
CC(C)(C)c1ccc(C(=O)OC/C(O)=C(\C#N)c2nc3ccccc3s2)cc1	26	97*	18	17*	8	3	-30	19
Cc1nc([N+](=O)[O-])c(C(=O)O)n1C	-1	2.9	-2	-1	4	6	-6	-27
C[N+]1([O-])[C@@H]2Cc3cc4c(cc3[C@@H]1Cc1cc3c(cc12)OCO3)OCO4 (stereo partly specified)	-3	-0.2	-2	1	8	15	-2	6
O=c1[nH]ncc(N2CCCCC2)c1Cl	-1	2.9	-8	-2	-3	18	8	12
O=C(CCN1C(=O)c2cccc3cccc(c23)C1=O)NCc1cccnc1	-10	0.2	-12	0	4	-364	1	-3
Cc1nnc(SCC(=O)Nc2ccc(Cl)cn2)s1	-1	1.1	11	5	-3	17	6	1
CCCNc1nc2c(c(=O)n(C)c(=O)n2C)n1Cc1ccc(F)cc1	-6	4.3	-5	2	2	13	20	4
COc1ccc2sc(NCc3ccccc3)nc2c1	7	-1.1	-7	2	15	15	16	34
Clc1ccc(N2CCN(c3ccnc(Cl)n3)CC2)cc1	1	4.8	1	14*	-10	21	-4	-17
O=C(c1cccnc1)N1CCN(Cc2ccc3c(c2)OCO3)CC1	4	0.1	-5	0	1	14	2	-18
COc1ccccc1CN(C)S(=O)(=O)c1cccs1	0	-2.6	-3	-3	-12	11	24	-20
COC(=O)c1cccc(NS(=O)(=O)c2ccc(OC)c(OC)c2)c1C	1	56*	15	0	5	14	-34	-6
Cc1nc(NC(=O)COC(=O)c2ccc(CO)cc2)c(Cl)cc1Cl	-4	-2.2	-2	-1	5	-3	-6	19
Cc1c(C(=O)Nc2cc(F)ccc2F)sc2nc3n(c(=O)c12)CCCCC3	1	0.0	-2	-1	-14	-50	11	8

A second format for 14 compounds above:
molecule,ATG4B inhibitor,MPTP inh,HKDC1 inhibitor,GRIN3A LBD mod,SENP7 block,SENP8 inh,PfGluPho inh,SENP6 inh
CC(C)(C)c1ccc(C(=O)OC/C(O)=C(\C#N)c2nc3ccccc3s2)cc1,26,97*,18,17*,8,3,-30,19
Cc1nc([N+](=O)[O-])c(C(=O)O)n1C,-1,2.9,-2,-1,4,6,-6,-27
C[N+]1([O-])[C@@H]2Cc3cc4c(cc3[C@@H]1Cc1cc3c(cc12)OCO3)OCO4 (stereo partly specified),-3,-0.2,-2,1,8,15,-2,6
O=c1[nH]ncc(N2CCCCC2)c1Cl,-1,2.9,-8,-2,-3,18,8,12
O=C(CCN1C(=O)c2cccc3cccc(c23)C1=O)NCc1cccnc1,-10,0.2,-12,0,4,-364,1,-3
Cc1nnc(SCC(=O)Nc2ccc(Cl)cn2)s1,-1,1.1,11,5,-3,17,6,1
CCCNc1nc2c(c(=O)n(C)c(=O)n2C)n1Cc1ccc(F)cc1,-6,4.3,-5,2,2,13,20,4
COc1ccc2sc(NCc3ccccc3)nc2c1,7,-1.1,-7,2,15,15,16,34
Clc1ccc(N2CCN(c3ccnc(Cl)n3)CC2)cc1,1,4.8,1,14*,-10,21,-4,-17
O=C(c1cccnc1)N1CCN(Cc2ccc3c(c2)OCO3)CC1,4,0.1,-5,0,1,14,2,-18
COc1ccccc1CN(C)S(=O)(=O)c1cccs1,0,-2.6,-3,-3,-12,11,24,-20
COC(=O)c1cccc(NS(=O)(=O)c2ccc(OC)c(OC)c2)c1C,1,56*,15,0,5,14,-34,-6
Cc1nc(NC(=O)COC(=O)c2ccc(CO)cc2)c(Cl)cc1Cl,-4,-2.2,-2,-1,5,-3,-6,19
Cc1c(C(=O)Nc2cc(F)ccc2F)sc2nc3n(c(=O)c12)CCCCC3,1,0.0,-2,-1,-14,-50,11,8
